# Screening data (PubChem)
# LGR2 inh: inhibitors of bursicon-induced LGR2 CRE-luciferase signal, primary screen, cell-based, HEK293, CRE-luciferase reporter, bursicon stimulation; actives 0.35% (n = 380,000); bursicon-stimulated, 4 h; inhibition, % at 9.99 µM; AID 720647, 2013;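 active = drop in luminescence signal, shown as inhibition above about 50% in the replicate tests, limit read from the data, passing the limit was not always enough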;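 note: agonist challenge used bursicon conditioned medium at about half maximal strength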
# ARNT-TACC3 inh: disruptors of ARNT/TACC3 protein interaction, primary screen, biochemical, AlphaScreen, single concentration; Transforming acidic coiled-coil-containing protein 3 (Homo sapiens), Q9Y6A5; AlphaScreen His-ARNT PAS-B/GST-TACC3 binding, luminescence; TACC3 fragment carries E629A point mutation; inhibition, % at 9.99 µM; actives 0.66% (n = 390,000); AID 623870, 2012;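 active = mean inhibition of replicates at least 50% and at least half of replicates each reaching 50%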;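 note: 0% = complete ARNT plus TACC3 wells and 100% = ARNT alone without TACC3; many hits fall short of the cut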
# INS-1E GSIS act: GLuc luminescence reporter in INS-1E cells, primary screen for activators of glucose-dependent secretion of insulin; INS-1E GLuc reporter insulin secretion, 2-3 h; activation, % at 16.6 µM; actives 0.61% (n = 370,000);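 active = lowest replicate activation of at least 40%, so every replicate reaches that level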;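 note: 0% = median of neutral control wells and 100% = median of IBMX positive control wells; some compounds called inactive have numbers as strong as hits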
# Statin myotox sup: suppressors of statin myotoxicity in C2C12 myotubes, primary screen, cell-based, single point, plate reader | C2C12 myotubes + simvastatin, ATP luminescence, 48 h; scaled: DMSO 0, geranylgeraniol control 100 | rescue of ATP level, % at 7.49 µM | actives 0.78% (n = 330,000) | AID 602340, 2012;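 active = mean ATP rescue above about 67%, or every replicate alone reaching that limit, limit read from the data, passing the limit was not always enough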;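 note: myotubes were challenged with 10 µM simvastatin during compound exposure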
# PAX8 reporter: inhibitors of PAX8-driven TPO luciferase reporter, primary screen, RMG-I cells, single concentration; SteadyGlo, 24 h; inhibition, % at 12.6 µM; actives 1.2% (n = 360,000); AID 652154, 2013;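 active = mean replicate inhibition at least 60% with every replicate also reaching 60%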;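 note: luciferase light reporting Pax8 driven TPO promoter activity; plate controls were median of neutral control wells for no effect and mitoxantrone controls for full effect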
# PGC1a acetyl inh: inhibitors of PGC1a acetylation signal, primary screen, cell-based, U2OS, AlphaScreen, inhibitor mode; AlphaScreen anti-acetyl-lysine; with virally co-expressed GCN5 acetyltransferase; inhibition, % at 15.6 µM; actives 0.17% (n = 350,000);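 active = every replicate shows inhibition of at least 40%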;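 note: 0% = neutral control wells and 100% = positive control wells; some results beyond the cut were filed as inactive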
# Cneo AK release: Cryptococcus neoformans cell lysis inducers, primary screen, AK release luminescence, single concentration. C. neoformans lysis, adenylate kinase release luminescence, 4 h; normalised: neutral wells 0, clomiphene wells 100. lysis activity, % at 15 µM. actives 0.2% (n = 360,000);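 active = mean lysis activity across replicates of at least 80%, whatever share of replicates individually reach that level; inactive = mean lysis activity below 80%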
#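 Test system: log-phase Cryptococcus neoformans yeast cells. Input: 5 × 10^6 yeast cells/mL. Medium: fresh YPD growth medium. Doses: single dose. Incubation: static 4 h at 37 °C with compound, 1 h detection. Measured by: luminescent adenylate kinase detection reagent. Read-out: signal increase indicating cell lysis. Benchmarks: Clomiphene.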
# PglD DTNB: C. jejuni PglD acetyltransferase inhibitors, primary screen, biochemical, DTNB colorimetric, single point; UDP-N-acetylbacillosamine N-acetyltransferase PglD (Campylobacter jejuni); inhibition, % at 12.5 µM; purified PglD enzyme, DTNB colorimetric CoA detection; actives 0.098% (n = 360,000); in the data active = inhibition above about 16%, passing the limit was not always enough; note: strong numbers were not always called active
# Active calls of the source: *; · = no result given; & = joins results of further samples; ! = repeats disagree.
No.	SMILES	Cneo AK release	ARNT-TACC3 inh	Statin myotox sup	INS-1E GSIS act
1	O=C(CN1CCN(Cc2ccccc2)CC1)c1c[nH]c2ccccc12	0	4	-13	·
2	C[C@@H]1CN([C@H](C)CO)C(=O)c2cc(NC(=O)Nc3ccc(C(F)(F)F)cc3)ccc2O[C@@H]1CN(C)Cc1ccccc1	-1	4	0	-13
3	CCN1CCN(C(=S)Nc2ccc(Cl)cc2Cl)CC1	-2	·	12	·
4	COC[C@H]1CCCN1[C@@H]1CS(=O)(=O)N[C@H]1COCc1ccccc1	-3	·	8	9
5	O=C(CN1CCCC1)Nc1cccc(Cl)c1	-1	4	9	-2
6	CCOC(=O)/C=C1\SCC(=O)N1CC(=O)NCc1ccc(OC)c(OC)c1	·	-1	-3	-7
7	CCN(CC)S(=O)(=O)c1ccc2[nH]c(=O)cc(C(=O)N(C)C3CCS(=O)(=O)C3)c2c1 (stereo not drawn)	0	-1	-2	7
8	CCN(C[C@@H]1N[C@@H](CO)[C@H]1c1ccc(C2=CCCC2)cc1)C(=O)c1ccncc1	57	-5	-18	1
9	O=C(NNC(=O)c1ccccc1F)c1ccco1	-5	-8	12	0
10	CCOC(=O)c1sc(=NC(=O)CCSc2ccccc2)n(C)c1C	·	-8	·	14
11	Cc1cccc(N(CC(=O)NCc2ccco2)C(=O)CCC(=O)Nc2nccs2)c1C	1	-12	-3	·
12	CNCC/C=C1/c2ccccc2CSc2ccccc21	3	3	-11	·
13	COc1ccc(CCNC(=O)c2cc(C)oc2C)cc1	-1	3	-2	-18
14	COc1ccccc1CN1CCCC(CN(CCN(C)C)C(=O)c2ccc(C)cc2)C1 (stereo not drawn)	1	1	0	-10
15	CCn1nc(Cc2cccc3ccccc23)c(C#N)c1N	2	-3	1	-10

No.	PGC1a acetyl inh	PglD DTNB	PAX8 reporter	LGR2 inh
1	6	0	19	·
2	1	0	19	6
3	-6	0	-4	·
4	6	1	-4	16
5	8	0	-12	-11
6	3	·	6	-4
7	1	3	6	-13
8	-2	4	-4	-6
9	·	-1	-41	-13
10	14	·	-98	-60
11	-9	-5	4	5
12	-19	-1	·	·
13	·	-5	-2	-15
14	-19	-5	8	-9
15	·	-1	2	12

# Reformatted in transposed form: entries from further up.
[8] CCN(C[C@@H]1N[C@@H](CO)[C@H]1c1ccc(C2=CCCC2)cc1)C(=O)c1ccncc1
[9] O=C(NNC(=O)c1ccccc1F)c1ccco1
[10] CCOC(=O)c1sc(=NC(=O)CCSc2ccccc2)n(C)c1C
[11] Cc1cccc(N(CC(=O)NCc2ccco2)C(=O)CCC(=O)Nc2nccs2)c1C
[12] CNCC/C=C1/c2ccccc2CSc2ccccc21
[13] COc1ccc(CCNC(=O)c2cc(C)oc2C)cc1
[14] COc1ccccc1CN1CCCC(CN(CCN(C)C)C(=O)c2ccc(C)cc2)C1 (stereo not drawn)
[15] CCn1nc(Cc2cccc3ccccc23)c(C#N)c1N

assay / entry	8	9	10	11	12	13	14	15
Cneo AK release	57	-5	·	1	3	-1	1	2
ARNT-TACC3 inh	-5	-8	-8	-12	3	3	1	-3
Statin myotox sup	-18	12	·	-3	-11	-2	0	1
INS-1E GSIS act	1	0	14	·	·	-18	-10	-10
PGC1a acetyl inh	-2	·	14	-9	-19	·	-19	·
PglD DTNB	4	-1	·	-5	-1	-5	-5	-1
PAX8 reporter	-4	-41	-98	4	·	-2	8	2
LGR2 inh	-6	-13	-60	5	·	-15	-9	12

# Carrying on.
No.	SMILES	Cneo AK release	ARNT-TACC3 inh	Statin myotox sup	INS-1E GSIS act
16	CCN(CC)S(=O)(=O)c1cccc(C(=O)N/N=C/c2cc(OC)c(O)c(OC)c2)c1	·	3	·	21
17	CC(=O)N(c1ccc(Cl)cc1)c1nc(C)cc(C)c1C#N	·	-1	6	7
18	Cc1ccccc1OCC(=O)NC(=S)Nc1ccc2c3c(cccc13)CC2	1	0	1	·
19	O=C(NCCN1CCNC1=O)C1CCC(=O)N(CCc2ccc(Cl)cc2)C1 (stereo not drawn)	-2	-4	-8	6
20	O=C(Nc1ccc(F)cc1)N1C[C@@H]2N[C@H](C1)C2c1ccc(/C=C/c2ccccc2)cc1 (stereo partly drawn)	·	·	·	-17
21	O=C(NC1=NCCS1)c1ccc(C(F)(F)F)cc1	-1	-4	-6	-8
22	FC(F)(F)c1ccccc1Cc1c(-c2cccc(Br)c2)nc2ccc(Br)cn12	6	·	0	3
23	Cn1c(=O)c(=O)n(C)c2cc(S(=O)(=O)N3CCCC3C(=O)Nc3ccccc3F)ccc21 (stereo not drawn)	-1	-2	6	-3
24	CCCC1=C(C(=O)OCC)C(c2ccco2)n2ncnc2N1 (stereo not drawn)	·	-5	·	7
25	Cc1nc2ccccc2n1Cc1ccc(Cl)cc1	-7	0	-10	·
26	Cc1ccc(S(=O)(=O)NCC2CCC(C(=O)NCCCN3CCC(C)CC3)CC2)cc1 (stereo not drawn)	1	·	0	·
27	Cc1noc(C)c1S(=O)(=O)Nc1ccc2c(c1)C(=O)N([C@H](C)CO)C[C@H](C)[C@@H](CN(C)C)OCCCC[C@H](C)O2	48	-6	·	26
28	COc1ccc(NC(=O)N2CCN(c3ccc([N+](=O)[O-])cc3)CC2)cc1	·	-5	18	-12
29	CS(=O)(=O)N1CCN(c2ccc(Cl)cc2[N+](=O)[O-])CC1	·	-2	·	6
30	C[C@@H]1CN([C@@H](C)CO)C(=O)c2cccc(NC(=O)c3cnccn3)c2O[C@H]1CN(C)Cc1ccc(C(=O)Nc2ccccc2N)cc1	-5	3	-22	5

No.	PGC1a acetyl inh	PglD DTNB	PAX8 reporter	LGR2 inh
16	·	·	18	3
17	-1	·	-8	-17
18	-11	1	16	·
19	-2	0	-29	-8
20	-15&-59	·	105*!	18
21	4	1	-123	-76
22	-17	-7	-84	-28
23	5	-10	-12	-9
24	·	·	1	15
25	14	-7	21	·
26	·	6	0	-9
27	8	2	-21	9
28	-68	·	-6	7
29	3	3	0	10
30	10	2	·	-9

# More structures follow:
No.	SMILES	Cneo AK release	ARNT-TACC3 inh	Statin myotox sup	INS-1E GSIS act
31	CC(C)(C)c1ccc(C(=O)NC(=S)NNC(=O)COc2ccccc2)cc1	3	15	-5	·
32	CCc1ccc2c(c1)NC(=O)C2(C)Cc1ccccc1Cl (stereo not drawn)	-4	·	-1	-24
33	CCc1csc(N2[C@H](C#N)[C@H](c3ccc(C#Cc4ccc(F)cc4)cc3)[C@H]2CO)n1	26	9	3	11
34	Cc1ccc(-c2ccc3c(c2)O[C@H](CN(C)C(=O)Nc2ccccc2)[C@@H](C)CN([C@@H](C)CO)S3(=O)=O)cc1	33	11	-6	-33
35	CCOc1ccc(S(=O)(=O)NCCCn2ccnc2)cc1	-2	3	-7	12
36	COC(=O)c1ccc(Cn2cnc3c(cnn3-c3ccc(C)c(C)c3)c2=O)o1	-6	-13	-1	6
37	O=C(Nc1cccnc1)C1Cc2c(-c3ccccc3Oc3ccccc3)ccnc2O1 (stereo not drawn)	3	·	·	-30
38	COc1ccc(NC(=O)CN(c2ccc(F)cc2)S(=O)(=O)c2ccccc2)c(OC)c1	1	-7	9	1
39	COc1ccc(NC(=O)Nc2ccc3c(c2)[C@H]2C[C@@H](CC(=O)N4CCc5ccccc5C4)O[C@@H](CO)[C@H]2O3)cc1	0	8	1	4
40	COc1ccc(-n2nc3c(c2NC(=O)C24CC5CC(CC(C5)C2)C4)CS(=O)C3)cc1 (stereo not drawn)	-1	-8	·	-10
41	COc1ccc(N/C=C\C(=O)c2ccc3c(c2)OCO3)cc1OC	-1	5	·	24
42	Cc1cc(CNC(=O)C(C)n2nc(C)c([N+](=O)[O-])c2C)c2ccccc2n1 (stereo not drawn)	·	-10	3	-18
43	Cc1cc(C(c2cc(C)c(N)c(C)c2)c2ccco2)cc(C)c1N	0	6	·	·
44	CCC(=O)Nc1c2c(nn1-c1ccccc1)CSC2	1	3	-1	-2
45	COc1cccc(CNC(=O)C2CCN(S(=O)(=O)c3ccc(F)cc3)CC2)c1	1	-2	27	·

No.	PGC1a acetyl inh	PglD DTNB	PAX8 reporter	LGR2 inh
31	·	4	·	-28
32	-2	-2	-26	-7
33	1	6	-2	11
34	6	1	43	-2
35	-11	5	5	10
36	-7	-8	·	-15
37	·	3	2	2
38	3	0	28	4
39	3	-2	8	6
40	7	4	-7	-7
41	-5	-6	-88	-11
42	-6	·	1	25
43	-8	-1	12	·
44	5	-1	-10	-1
45	-10	4	·	·

# Further structures follow.
No.	SMILES	Cneo AK release	ARNT-TACC3 inh	Statin myotox sup	INS-1E GSIS act
46	CCCc1nnc(SCC(=O)Nc2nnc(CC)s2)n1CC1CCCO1 (stereo not drawn)	1	-4	32	11
47	Cn1c(=O)cc(NCCc2ccccc2)[nH]c1=O	0	1	-8	·
48	FC(F)(F)c1cccc(CNc2ncccc2-c2nc3cc(Cl)ccc3o2)c1	-1	-6	1	·
49	Cc1c(NC(=O)C(C)OC(=O)c2cccs2)c(=O)n(-c2ccccc2)n1C (stereo not drawn)	-2	-11	·	5
50	Cc1c(OC(C)C(=O)N2C[C@H]3C[C@@H](C2)c2cccc(=O)n2C3)ccc2c3c(c(=O)oc12)CCCC3 (stereo partly drawn)	1	-2	3	-12
51	COCCN(C(=O)Nc1ccccc1)C(C)c1cccnc1 (stereo not drawn)	-9	-8	-2	-6
52	N#CC(C#N)=C/C(C#N)=C(/N)N1CCN(c2ccc(Cl)cc2)CC1	·	-3	·	-9
53	O=C(c1ccco1)N1CCN(C(=S)Nc2ccccc2Cl)CC1	3	-4	9	·
54	Cc1ccc(S(=O)(=O)Nc2ccc(Cl)cn2)cc1	2	-1	32	10
55	COc1ccc(C#Cc2ccc3c(c2)[C@@H]2[C@@H](CCN2S(=O)(=O)c2cccc(OC)c2)[C@@H](CO)N3C)cc1	4	0	33	12
56	CN1CCN(C(=O)C[C@@H]2CC[C@@H]3[C@H](COC[C@H](O)CN3C(=O)Nc3cc(Cl)cc(Cl)c3)O2)CC1	-3	-12	13	-6
57	Cc1cccc(OCCCCc2c(C)n[nH]c2C)c1C	28	-5	103*	-25
58	CC1CCN(C(=O)Cn2c(=O)n(CCc3ccccc3)c(=O)c3ccccc32)CC1	-1	1	14	·
59	COc1ccc(C2Nc3cccc(O)c3C(=O)N2Cc2ccccc2)cc1COc1ccc(NC(C)=O)cc1 (stereo not drawn)	-1	·	0	-3

No.	PGC1a acetyl inh	PglD DTNB	PAX8 reporter	LGR2 inh
46	·	4	10	-7
47	8	0	·	·
48	-2	0	3	·
49	·	3	14	5
50	-3	0	·	-13
51	-18	3	-14	4
52	-15	·	·	23
53	·	-5	·	1
54	-1	0	17	-3
55	7	1	19	6
56	-1	-4	-10	-12
57	3	-7	·	1
58	0	-5	·	·
59	·	-12	17	15
